Assay outcomes (PubChem BioAssay)
D3 ag: D3 dopamine receptor (human) agonism; D3R DiscoveRx beta-arrestin cells, luminescence, 90 min; max activation, %; hit rate 0.58% among 410,000; AID 652048; in the data active means max activation above about 30%; further: 0% is about no effect; mostly tested at two doses, the higher about 12 µM
Target sequence (P35462 whole entry, looked up): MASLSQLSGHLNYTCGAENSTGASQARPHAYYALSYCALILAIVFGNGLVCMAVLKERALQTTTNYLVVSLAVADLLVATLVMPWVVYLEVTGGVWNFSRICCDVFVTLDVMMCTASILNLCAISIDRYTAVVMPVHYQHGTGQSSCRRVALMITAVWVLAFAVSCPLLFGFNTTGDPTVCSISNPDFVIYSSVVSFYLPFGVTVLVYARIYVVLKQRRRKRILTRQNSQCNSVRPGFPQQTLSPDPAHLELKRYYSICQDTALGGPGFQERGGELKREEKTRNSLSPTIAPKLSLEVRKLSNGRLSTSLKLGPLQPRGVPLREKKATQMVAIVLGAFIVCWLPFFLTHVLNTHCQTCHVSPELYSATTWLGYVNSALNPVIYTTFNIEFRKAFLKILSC
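Agonist mode: compounds and dopamine controls were applied to plated cells for 90 min at 37 degrees C after an overnight attachment at 1500 cells/well. Luminescent read-out followed 30 - 60 minutes at room temperature with DiscoveRx detection reagent.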
GLP1R ag: activates the human GLP-1 receptor; P43220; HEK293 GLP-1R CRE-luciferase, luminescence, 4-6 h; cells express a hypersensitive GLP-1R form; Potency, µM (doses to about 45.6 µM), for the others: at the top dose activation, hits mostly activators; hit rate 0.007% among 380,000; AID 624172; further: potency means the concentration at half of the fitted maximal effect; % of control where 0% means no effect
Target sequence (P43220 whole entry, looked up): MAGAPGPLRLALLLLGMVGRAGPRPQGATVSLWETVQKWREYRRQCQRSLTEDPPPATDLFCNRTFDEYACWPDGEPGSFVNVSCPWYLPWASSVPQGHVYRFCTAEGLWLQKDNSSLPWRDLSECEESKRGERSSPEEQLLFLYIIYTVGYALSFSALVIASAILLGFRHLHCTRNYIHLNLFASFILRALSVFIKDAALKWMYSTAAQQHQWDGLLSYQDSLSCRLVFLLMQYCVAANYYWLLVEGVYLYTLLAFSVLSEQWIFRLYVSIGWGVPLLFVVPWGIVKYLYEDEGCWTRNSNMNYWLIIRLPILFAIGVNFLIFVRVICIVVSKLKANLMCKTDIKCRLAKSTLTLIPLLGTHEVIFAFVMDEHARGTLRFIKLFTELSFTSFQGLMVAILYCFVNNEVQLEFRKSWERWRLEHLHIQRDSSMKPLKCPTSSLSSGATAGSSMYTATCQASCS
GLP-1R inv ag: inverse agonists of human GLP-1 receptor | hit rate 1.6% among 410,000 | HEK293 GLP-1R CRE-luciferase, luminescence, 24 h; GLP-1R form is constitutively active | AID 624417 | P43220 | Potency, µM (top dose mostly 38.3 µM), inactives show top-dose activity change, negative = inhibition, hits mostly inhibitors; further: potency means the concentration at half of the fitted maximal effect; on the % scale 0 is the no-effect control and ±100 the full control effect; nearly all actives have a fitted effect of over 55% in size
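Cells are plated, allowed 12 hours at 37 deg C, then treated with compounds for 24 hr before luciferase detection reagent is added and luminescence is read after 12 min at room temperature. The HEK293 line carries constitutively active GLP-1R with a cAMP-responsive reporter.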
TDP43 rescue: inhibitors of TDP-43 toxicity in yeast; Potency, µM (series often up to 46.1 µM), inactives show at the top dose growth rescue (activation), hits mostly activators; hit rate 1.8% among 410,000; TDP-43 expressing yeast growth rescue, BacTiter-Glo, 24 h; further: potency means the concentration at half of the fitted maximal effect; % of control where 0% means no effect; nearly all actives have a fitted effect of over 50% in size
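Readout is BacTiter-Glo luminescence of cell growth, so inhibitors register as activators. TDP-43-expressing yeast at OD600=0.02 in galactose medium, after raffinose pregrowth to mid-log, were incubated with compound for 24 hr at 30 deg C.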
GLP1R cytotox: cytotoxic in the GLP-1 receptor inverse agonist counter-screen | HEK293 cAMP-luciferase reporter cells, luminescence, 24 h | Potency, µM (titrated, usually from 38.3 µM), for inactives: at the highest dose activity change, negative = inhibition, usual class: inhibitors | hit rate 0.13% among 410,000 | AID 624418;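 further: loss of luciferase light is scored as toxicity; potency means the concentration at half of the fitted maximal effect; on the % scale 0 is the no-effect control and ±100 the full control effect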
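Compound-treated cells are incubated 24 hr at 37 deg C under 5% CO2 after a 12 hour attachment period, then luciferase detection reagent is added and luminescence is measured following 12 min at room temperature; lowered signal indicates toxicity.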
PTHR1 ag: agonists of human PTHR1 parathyroid hormone receptor | Q03431 | HEK293 GP2 PTHR1 cells, GloSensor cAMP luminescence, 1 h | Potency, µM (titrated, usually from 115 µM), inactives show at the top dose activation, usual class: activators | hit rate 0.075% among 410,000 | AID 743266; further: potency means the concentration at half of the fitted maximal effect; nearly all actives have a fitted effect of over 55% in size; some results filed as inactive show a strong effect at the top dose; inactives centre near -15; many of its hits are not listed in these tables
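HEK-293-derived GP2 cells expressing PTHR1 and a GloSensor cAMP reporter, 3,000/well, plated overnight, given luciferin plus IBMX (each 0.5 mM as added) for 1 h at 37 °C, then compound for 1 h at 37 °C. Luminescence was read after 15 min at room temperature.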
aSyn rescue: inhibitors of alpha-synuclein toxicity in yeast. Yeast expressing alpha-synuclein, growth rescue, BacTiter-Glo, 24 h. Potency, µM (doses to about 46.1 µM), for inactives: at the highest dose growth rescue (activation), usual class: activators. hit rate 0.14% among 370,000; further: potency means the concentration at half of the fitted maximal effect; % of control where 0% means no effect; nearly all actives have a fitted effect of over 65% in size
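Readout is rescue of growth in alpha-synuclein-expressing yeast, so inhibitors of toxicity appear as activators. Growth after 24 hr at 30 deg C in galactose medium is quantified by luminescence.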
DRD3 antagonist: D3 dopamine receptor (human) antagonism | P35462 | hit rate 2.5% among 360,000 | D3R cells, DiscoveRx beta-arrestin luminescence, antagonist mode; stronger effect = lower value | max response, negative = inhibition, % | AID 652054; in the data active means max response below about -50%; inconclusive means no clear call, values can overlap the other calls; further: on the % scale 0 is the no-effect control and ±100 the full control effect; mostly tested at two doses, the higher about 12 µM
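Cells expressing the human receptor were seeded at 1500 cells/well, incubated overnight at 37 degrees C in 5% CO2, then exposed to library compounds with dopamine controls for 90 minutes at 37 degrees C before luminescent detection.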
KB-V1 cytotox: kills drug-selected multidrug resistant KB-V1 cells; Potency, µM (doses to about 46.1 µM), for inactives: at the highest dose activity change, negative = cytotoxicity, hits mostly cytotoxic; KB-V1 MDR cells viability, CellTiter-Glo, 72 h; AID 1347076; hit rate 3.4% among 400,000; further: potency means the concentration at half of the fitted maximal effect; on the % scale 0 is the no-effect control and ±100 the full control effect; nearly all actives have a fitted effect of over 60% in size
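Luminescent ATP read-out (CellTiter-Glo, 10 min) measures survival of drug-selected KB-V1 MDR cells after 72 h, 37 degrees C compound exposure. Medium: phenol-red-free DMEM, 10% FBS. Values from fitted concentration-response curves.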
Starred values were filed as active, the others as inactive; i = inactive; ? = inconclusive; . = not tested or not shown; [ ] = another dose, or the depositor's remark. Unless noted, the call rests on the fitted dose curve; in most records, active means well fitted curve in the direction sought with a large enough effect; inconclusive means small, poorly fitted or top-dose-only effect, or another doubt; inactive means no such curve, though single readings can be large; an effect the other way counts as inactive or inconclusive. These rows are one share of the data, so the mix of outcomes need not match the whole.

Order of results – GLP-1R inv ag	aSyn rescue	D3 ag	KB-V1 cytotox	TDP43 rescue	DRD3 antagonist	GLP1R ag	PTHR1 ag	GLP1R cytotox
> CCOc1ccc(OCC)c(NC(=O)C2CCN(c3ncccn3)CC2)c1
→ 2%	1%	-4	9.2µM*	5%	-21	5%	i	2%
> CCOc1ccccc1NC(=O)N1CCN(S(C)(=O)=O)CC1
→ 6%	-5%	4	0%	0%	-5	1%	0%	-5%
> CC(=O)Nc1cccc(NC(=O)Nc2cccc3ccccc23)c1
→ 1%	-5%	-3	28%	9%	-20	4%	-7%	-2%
> COCCn1c(-c2ccc(OC)cc2)cnc1N
→ 7%	8%	-6	-17%	5%	-25	-1%	i	1%
> Cn1ccnc1C1CCCCN1Cc1nc(Cc2ccccc2F)no1 (stereo not drawn)
→ 0%	0%	16	-8%	5%	6	6%	-1%	-5%
> COc1ccc(C2=NN(C(=O)CSc3nc(=O)n4cccc(C)c4n3)C(c3ccc(C)cc3)C2)cc1 (stereo not drawn)
→ 34%	15%	-10	0%	?	?	-2%	i	8%
> CCS(=O)(=O)NCC(c1cccnc1)N1CCN(c2ccccc2F)CC1 (stereo not drawn)
→ -10%	2%	4	-2%	6%	-16	-6%	i	-5%
> Cc1ccc(C(=O)N2CCN(CCNC(=O)C(=O)NC(C)C)CC2)cc1
→ -3%	-3%	-12	-3%	-10%	-21	-1%	i	9%
> Cc1ccc[n+](-c2[nH]c(=O)sc2/C=N/N=C(\[O-])CCn2c3ccccc3c3ccccc32)c1
→ 12%	-5%	9	14%	14%	6	5%	-7%	-1%
> NC(=O)c1ccsc1NC(=O)CN1C(=O)C2CC=CCC2C1=O (stereo not drawn)
→ 4%	-2%	-4	12%	-12%	-4	3%	-16%	-3%
> O=C(NCc1ccco1)C(=O)c1cn(CC(=O)N2CCCCCC2)c2ccccc12
→ -12%	-4%	-4	?	-9%	-25	6%	i	6%
> Cc1ccc(Nc2c(-c3ccccc3)nc3cnccn23)cc1
→ ?	10%	7	-12%	-2%	6	21%	-14%	11%
> O=C(NCc1cccnc1)/C(=C/c1ccco1)NC(=O)c1ccccc1
→ -7%	-3%	2	13%	-6%	-17	-4%	-7%[57.5 µM]	0%
> CCNCC(=O)N1c2ccccc2CCc2ccc(NC(=O)OC(C)C)cc21
→ ?	-1%	-20	17%	-20%[1.82 µM]	-23	19%	i	-23%
> COC(=O)c1ccc(NC(=O)c2ccc(N(C)S(C)(=O)=O)cc2)cc1
→ 15%	0%	13	?	-14%	12	-5%	-29%	-14%
> Cc1ccc(C)c(NC(=O)C2CC3c4ccccc4C2c2ccccc23)c1 (stereo not drawn)
→ 0%	-4%	-14	-24%	-6%	0	-16%	-6%	3%
> Cc1cc(-c2ccc(C(C)C)c(S(=O)(=O)N3CC(=O)Nc4ccccc43)c2)on1
→ ?	14%	-6	0%	0%	-16	11%	-11%	13%
> NC(N)=NN=C1CCCCCCCCCCC1
→ ?	-3%	-15	-14%	-22%[1.82 µM]	-14	16%	-16%	-2%
> Cc1oc(-c2ccccc2)nc1C(=O)N1CCN(c2ccc(F)cc2)CC1
→ ?	2%	10	-4%	11µM*	6	0%	i	-19%
> Cc1ccc(N(CC(=O)N2CCn3c2nc2ccccc23)S(=O)(=O)c2c(C)n[nH]c2C)cc1
→ 6%	6%	0	18%	-5%	2	-2%	-19%[57.5 µM]	17%

Results in GLP-1R inv ag and D3 ag (5 entries from above):
SMILES | GLP-1R inv ag | D3 ag
O=C(NCc1cccnc1)/C(=C/c1ccco1)NC(=O)c1ccccc1 | -7% | 2
CCNCC(=O)N1c2ccccc2CCc2ccc(NC(=O)OC(C)C)cc21 | ? | -20
COC(=O)c1ccc(NC(=O)c2ccc(N(C)S(C)(=O)=O)cc2)cc1 | 15% | 13
Cc1ccc(C)c(NC(=O)C2CC3c4ccccc4C2c2ccccc23)c1 (stereo not drawn) | 0% | -14
Cc1cc(-c2ccc(C(C)C)c(S(=O)(=O)N3CC(=O)Nc4ccccc43)c2)on1 | ? | -6

(more compounds)
Order of results – GLP-1R inv ag	aSyn rescue	D3 ag	KB-V1 cytotox	TDP43 rescue	DRD3 antagonist	GLP1R ag	PTHR1 ag	GLP1R cytotox
> CC1CCc2nn(CC(=O)NCCCN3CCCCC3)cc2C1 (stereo not drawn)
→ 2%	2%	0	?	9%	-3	6%	-19%	-14%
> COc1ccc(CCNC(=O)C2CCCN(S(=O)(=O)c3ccc(OC)cc3)C2)cc1 (stereo not drawn)
→ ?	0%	-8	?	-20%	-18	11%	-16%	-1%
> CCc1cc2c(cc3c(=O)n(CCCC(=O)NCc4cccc(Cl)c4)ncn32)s1
→ 12%	.	6	.	17%	.	.	i	-14%
> CC1=C(C#N)C(c2ccc(O)cc2)C(C#N)=C(C)N1
→ 19%	-6%	6	-2%	2%	-10	4%	-1%	-2%
> COc1cc(NC(=O)CSc2nncn2C)cc(OC)c1OC
→ 16%	8%	-7	-2%	18%	-5	2%	6%	-9%
> CCCCCCCOc1ccc(-c2ccc(C#N)cn2)cc1
→ 41%[activator]	-13%	-8	14%	9%	8	3%	i	-1%
> CCC(C)c1ccccc1N1CC(C(=O)Nc2ccc(C)c(S(=O)(=O)N3CCOCC3)c2)CC1=O (stereo not drawn)
→ ?	0%	1	2%	-6%	12	-28%	i	14%
> O=C(O)CCSCC(=O)c1ccc2c(c1)OCCO2
→ 0%	1%	-1	21%	-5%	?	1%	-39%[inhibitor][57.5 µM]	22%
> Cc1ccccc1C(=O)Nc1ccc2nc(SCCOc3ccccc3)sc2c1
→ 11%	.	-6	15%	7%	.	.	i	9%
> Cc1occc1C(=O)NNC(=S)NCc1ccccc1
→ 1%	5%	-8	?	24%	-1	9%	-7%	6%
> N#Cc1ccc(C(=O)N2CCN(S(=O)(=O)c3ccc(Br)s3)CC2)cc1
→ -23%	1%	-2	6%	18%	0	10%	-4%	3%
> COc1ccccc1NC(=S)NCc1ccc2c(c1)OCO2
→ -15%	0%	4	-26%	26%	-2	22%	-5%	9%
> CCC1CCCCN1CCCNC(=O)CN1C(=O)COc2ccc(S(=O)(=O)N3CCC(C)CC3)cc21 (stereo not drawn)
→ ?	1%	-13	18%	-7%	-15	1%	i	-11%
> Cc1ccc(Cl)cc1NC(=S)N(Cc1cccs1)C1CCCC1
→ ?	-2%	-5	2%	2%	5	-5%	i	-28%
> C/C(=N\Nc1cc(Cl)nc(C)n1)c1ccc(Cl)c(Cl)c1
→ 11%	-4%	-12	-2%	-24%	-15	-11%	i	2%
> Cc1ccc(NC(=O)CN(C)C(=O)COC(=O)c2ccc(NC(=O)CC#N)cc2)cc1
→ 14%	2%	-7	.	9%	21	-10%	-17%	-4%
> CC1(c2ccc(OC(F)F)cc2)NC(=O)N(CC(=O)Nc2ccc3c(c2)OCO3)C1=O (stereo not drawn)
→ 0%	-3%	-9	15%	-28%	12	1%	?	-1%
> NC(Cc1cccc2nsnc12)C(=O)O (stereo not drawn)
→ 7%	13%	-3	2%	-4%	-4	0%	i	-6%
> Cc1ccc(SCCNC(=O)c2ccc(C)c([N+](=O)[O-])c2)cc1
→ ?	9%	-3	23µM*	-3%	10	-2%	-8%	12%
> COc1ccc(C(C)(O)c2nc(-c3cccc(C(C)C)c3)cs2)cc1 (stereo not drawn)
→ ?	6%	5	?	-5%	71	-4%	-36%[inhibitor]	0%
> CCCCc1cc(=O)oc2cc(OC(C)C(=O)NCCN3CCOCC3)ccc12 (stereo not drawn)
→ -7%	1%	0	-1%	1%	26	2%	-22%	0%
> COC(=O)COc1ccc(S(=O)(=O)NCc2cccnc2)cc1
→ 8%	-3%	-5	0%	-1%	-15	-1%	i	1%
> Cc1cc(C(=O)OCC(=O)N2CCc3ccccc32)c(C)o1
→ 17%	-8%	-2	-4%	3%	-1	-9%	-11%[57.5 µM]	7%
> COc1ccc(OC)c(C2C(C(=O)Nc3ccc(C)cc3)=C(C)Nc3nnnn32)c1 (stereo not drawn)
→ ?	-14%	6	-12%	26%	.	-6%	-10%	2%
> OC(COc1ccc2c(c1)CCC2)CN1CCN(c2ccccc2F)CC1 (stereo not drawn)
→ ?	4%	32*	5%	-21%	?	0%	-23%[57.5 µM]	-8%
> CCCCCc1cc(=O)oc2c(C(CCN3CCCC(C)C3)c3ccc(OC)cc3)c(OC)cc(OC)c12 (stereo not drawn)
→ -30%	-19%	-29	-21%	-1%	?	-4%	i	-19%
> COc1ccc(-c2cc(Nc3ccccc3NC(=O)C(F)(F)F)n(CCC#N)n2)cc1
→ -23%	9%	5	-24%	0%	22	14%	-14%	-1%[1.53 µM]

Part of the list above in order of molar mass, highest first:
Order of results – GLP-1R inv ag	aSyn rescue	D3 ag	KB-V1 cytotox	TDP43 rescue	DRD3 antagonist	GLP1R ag	PTHR1 ag	GLP1R cytotox
> COc1ccc(OC)c(C2C(C(=O)Nc3ccc(C)cc3)=C(C)Nc3nnnn32)c1 (stereo not drawn)
→ ?	-14%	6	-12%	26%	.	-6%	-10%	2%
> OC(COc1ccc2c(c1)CCC2)CN1CCN(c2ccccc2F)CC1 (stereo not drawn)
→ ?	4%	32*	5%	-21%	?	0%	-23%[57.5 µM]	-8%
> COC(=O)COc1ccc(S(=O)(=O)NCc2cccnc2)cc1
→ 8%	-3%	-5	0%	-1%	-15	-1%	i	1%
